# D2 ag – agonists of human D2 dopamine receptor; P14416; hit rate 0.53% among 340,000; AID 485358; HEK293 T-REx D2 cells, calcium flux agonist mode; activation, % at 2 µM;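 active means activation over 3 SD above normal in the single-dose calcium agonist read, cut at about 30% in these data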; further: 0% is about no effect
#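 In this primary screen, compounds producing a positive calcium signal within 180 s of addition to tetracycline-induced, force-coupled HEK293 Trex D2 cells are flagged; cells are dye-loaded with a no-wash calcium kit beforehand.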
# TrxR1 inh – inhibitors of rat thioredoxin reductase 1; Potency, µM (series often up to 114 µM), without a hit: at the top dose activity change, negative = inhibition, hits mostly inhibitors; O89049; hit rate 1% among 390,000; AID 588453; recombinant rTrxR1, NADPH fluorescence consumption, selenite substrate; further: potency means the concentration at half of the fitted maximal effect; on the % scale 0 is the no-effect control and ±100 the full control effect; nearly all actives have a fitted effect of over 65% in size
#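 Rat TrxR1 (90 nM in the dispensed reagent) was pre-reduced with 400 uM NADPH for 5 min at room temperature, then incubated with compound for 15 min. After 400 uM selenite was added, NADPH fluorescence (Ex 340/Em 450 nm) was followed for 8 min.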
# TrxR1 substrate – is turned over as a substrate by rat TrxR1; purified TrxR1 substrate turnover, NADPH consumption readout; Potency, µM (doses to about 114 µM), for inactives: at the top dose activity change, negative = substrate turnover; hit rate 0.01% among 390,000; AID 588456; further: potency means the concentration at half of the fitted maximal effect; on the % scale 0 is the no-effect control and ±100 the full control effect; nearly all actives have a fitted effect of over 50% in size
#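 Rat TrxR1, dispensed at 90 nM, was prereduced with 400 uM NADPH (final) for 5 min at ~22 deg C, then incubated with compound 15 min before 400 uM selenite. A first-read NADPH fluorescence drop versus no-compound background flagged substrates.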
# USP1 inh – inhibitors of human USP1/UAF1 deubiquitinase; Potency, µM (series often up to 57.1 µM), for inactives: at the highest dose activity change, negative = inhibition, most hits filed as inhibitors; O94782; hit rate 0.23% among 390,000; recombinant USP1/UAF1, Ub-Rhodamine cleavage fluorescence; further: potency means the concentration at half of the fitted maximal effect; on the % scale 0 is the no-effect control and ±100 the full control effect; nearly all actives have a fitted effect of over 60% in size; inactives centre near -12
# Target sequence (O94782 whole entry, looked up): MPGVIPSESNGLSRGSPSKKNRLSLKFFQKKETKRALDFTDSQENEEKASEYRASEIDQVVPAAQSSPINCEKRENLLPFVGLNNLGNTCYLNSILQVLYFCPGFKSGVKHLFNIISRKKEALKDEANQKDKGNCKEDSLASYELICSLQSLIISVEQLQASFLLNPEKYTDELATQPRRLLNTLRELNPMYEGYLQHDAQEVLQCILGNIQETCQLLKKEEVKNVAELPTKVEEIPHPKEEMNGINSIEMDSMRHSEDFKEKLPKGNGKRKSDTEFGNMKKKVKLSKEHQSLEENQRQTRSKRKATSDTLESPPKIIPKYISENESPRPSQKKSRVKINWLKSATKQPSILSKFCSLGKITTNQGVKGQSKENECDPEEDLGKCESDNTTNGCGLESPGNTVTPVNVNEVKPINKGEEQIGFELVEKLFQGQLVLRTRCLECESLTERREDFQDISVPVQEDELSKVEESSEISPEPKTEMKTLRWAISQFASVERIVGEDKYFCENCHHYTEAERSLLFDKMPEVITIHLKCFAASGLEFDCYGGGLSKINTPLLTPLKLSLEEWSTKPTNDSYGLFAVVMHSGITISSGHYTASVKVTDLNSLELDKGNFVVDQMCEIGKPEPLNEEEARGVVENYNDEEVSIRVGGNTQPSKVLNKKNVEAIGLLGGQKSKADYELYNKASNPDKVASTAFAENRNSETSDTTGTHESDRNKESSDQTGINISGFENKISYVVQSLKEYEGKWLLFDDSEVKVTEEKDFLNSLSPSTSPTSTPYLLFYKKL
#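 1 nM enzyme complex + cpd, 15 min RT; start with Ub-Rho 150nM final; kinetic fluorescence ex 480/em 540, 6 reads q60 s. Buffer 50mM HEPES pH 7.8, 0.5mM EDTA, 0.1 mg/ml BSA, 1mM TCEP, 0.01% Tween-20.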
# TRHR agonist – agonists of human TRH receptor | P34981 | TRHR cells, calcium flux fluo-8, FDSS agonist mode | activation, % at 2 µM | hit rate 0.18% among 360,000 | AID 493084; in the data active means activation above about 30%; further: 0% is about no effect
#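 TRHR-expressing cells, plated overnight in medium with 10% serum, were loaded with fluo-8 calcium dye at room temperature. After a 10 s baseline, library compound was pin-added and calcium release was recorded kinetically (ex 480/em 530) as agonist response.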
# mIDH1 inhibitor – inhibitors of human mutant IDH1 R132H. AID 602179. O75874. IDH1-R132H enzyme, NADPH consumption, diaphorase/resazurin fluorescence. hit rate 0.093% among 390,000. Potency, µM (highest dose often 76.6 µM), without a hit: top-dose activity change, negative = inhibition, actives largely listed as inhibitors; further: potency means the concentration at half of the fitted maximal effect; on the % scale 0 is the no-effect control and ±100 the full control effect; nearly all actives have a fitted effect of over 65% in size
#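 IDH1-R132H (0.5 ug/mL dispensed) in pH 7.5 Tris buffer was preincubated 30 min with compound, then given a substrate mix of 0.016 mM NADPH and 2 mM alpha-KG for 80 min at room temperature; remaining NADPH was read by diaphorase/resazurin fluorescence.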
# D2 antag – antagonists of human D2 dopamine receptor; P14416; HEK293 TREx D2 cells, calcium flux, dopamine EC80; inhibition, % at 10 µM; hit rate 2% among 340,000; AID 485344; in the data active means inhibition above about 30%; further: 0% is about no effect
#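 Calcium flux kinetic readout in an inducible HEK293 TREx D2 line plated overnight at 30 C. After 180 s compound exposure, an EC80 dopamine challenge follows with another 180 s kinetic read to detect antagonism.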
# PI4K2A block – PI4K2A (human) kinase inhibition; Q9BTU6; purified PI4K2A, ADP-Glo luminescence, 1 h; hits give low values; activity change, negative = inhibition, % at 76.9 µM; hit rate 0.13% among 420,000; in the data active means activity change below about -50%; inconclusive means mostly about -30% to -49%;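 further: -100% = wells without enzyme as full effect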
#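 PI4K2A activity was measured by ADP-Glo luminescence: enzyme (4 ug/mL stock) and phosphatidylinositol (1.2 mM stock) in Tris pH 7.5/MgCl2/EGTA/Triton X-100 buffer were reacted with ATP (300 microM stock) for one hour at ambient temperature.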
# TRHR PAM – TRH receptor (human) allosteric enhancement; TRHR cells, fluo-8 calcium fluorescence, EC20 TRH enhancement; P34981; enhancement, % at 2 µM; AID 493056; hit rate 0.66% among 360,000; in the data active means enhancement above about 30%; further: 0% is about no effect
#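 TRHR-expressing cells loaded with fluo-8 calcium dye were read kinetically (ex 480/em 530) during compound addition, then stimulated with an EC20 of TRH (10 nM final). Enhancement of the Gq-mediated intracellular calcium response was scored.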
# * marks the source's active call; other numbers are inactive results; ? = inconclusive; / = not tested or not shown; [ ] = dose if it differs, or a comment. Unless noted, the call rests on the fitted dose curve; in most records, active means well fitted inhibition curve with a large enough effect; inconclusive means small, poorly fitted or top-dose-only effect; inactive means no such curve, though single readings can be large or run the other way.
structure,mIDH1 inhibitor,D2 antag,PI4K2A block,TrxR1 inh,D2 ag,TRHR PAM,USP1 inh,TrxR1 substrate,TRHR agonist
Cc1ccc(CN2CCCn3nc(C(=O)NCCc4cccc(C)c4)cc3C2=O)cc1,-14%,/,1,3%[57.1 µM],1.8,-3,-10%,-2%[57.1 µM],-0.3
Cc1cc(C(=O)OCC(=O)Nc2sc3c(c2C#N)CCC(C)C3)c2ccccc2n1 (configuration not stated),5%,5,-7,-14%[57.1 µM],1.7,-6,-4%,1%[57.1 µM],0.5
Cc1ccccc1NC(=O)c1cc2c(-c3ccccc3)nn(-c3ccccc3)c2s1,-5%,/,-7,31%,0.3,20,-28%,6%,0.0
Cc1cc(NC(=O)CCC(=O)N(CC(=O)NC2CCCC2)c2ccccc2)no1,-2%,2,4,-11%,0.3,9,2%,-5%,0.0
Cc1ccc(Cl)cc1N1C(=O)N(Cc2ccc(C#N)cc2)c2ccccc2S1(=O)=O,6%,/,0,27%[57.1 µM],0.5,0,-30%,9%[57.1 µM],0.3
Cc1c(C(=O)N(C)Cc2ccccc2)oc2c(Cl)cccc12,14%,-2,-2,-1%,0.5,6,?,-5%,0.1
Cc1cccc(NS(=O)(=O)c2ccc(C(=O)NCC(C)(C)N3CCOCC3)cc2)c1C,6%,4,5,12%,0.3,2,-14%,-1%,0.4
Cc1ccc(C(=O)c2c3ccccc3[n+]([O-])n2CCC(N)=O)cc1,-4%,2,3,0%,0.4,-1,-21%,-3%,0.1
O=C(N/N=C/c1ccncc1)c1cc2c(ccc3ccccc32)o1,1%,-3,-8,19%,0.5,-10,-30%,15%,-0.6
Cc1ccc(S(=O)(=O)Nc2ccc3c(c2)CCCN3C(=O)c2cccs2)cc1C,-12%,/,0,12%[57.1 µM],0.3,-4,?,5%[57.1 µM],-1.1
C[C@@H](Oc1ccccc1)c1nnn(Cc2ccccc2)c1-c1c([C@@H](C)Oc2ccccc2)nnn1Cc1ccccc1,18%,23,-2,37%,-0.3,3,-22%,7%,2.1
COc1ccc(N2CCN(S(=O)(=O)c3ccc(Cl)c(C(F)(F)F)c3)CC2)cc1,6%,-19,-3,24%,-0.7,23,-4%,10%,-0.1
COc1cc(NC(=O)CN2CCC(C)CC2)c(C)cc1[N+](=O)[O-],2%,-12,2,0%,0.2,7,-17%,-3%,-1.1
Cn1cccc1C(=O)NCCc1ccc(Cl)cc1,2%,6,-4,20%,-1.7,-5,-14%,2%,-0.6
CC(C=NNc1ccc([N+](=O)[O-])cn1)=Cc1ccccc1,9%,/,5,11%[57.1 µM],/,/,?,5%[57.1 µM],/
N#CCCn1cc(C(=O)Nc2ccc(C(=O)O)cc2)c(-c2cc3ccccc3o2)n1,-6%,-17,2,14%,1.1,-5,-7%,6%,0.4
CCC(C)c1ccc(NC(=O)CN(C)CC(=O)Nc2cccc(OC)c2)cc1 (configuration not stated),12%,-31,0,10%,-0.4,-2,-12%,3%,0.4
CCCc1nnc(SCC(=O)Nc2nnc(CC)s2)n1CC1CCCO1 (configuration not stated),5%,30,5,1%,0.5,2,-26%,1%,-1.2
COc1ccc(NC(=O)COC(=O)c2ccc(Br)o2)cc1OC,11%,10,-3,6%,0.2,0,-10%,-5%,0.1
COc1ccc(C(=O)N2CC3(CC(c4ccc(Cl)cc4)=NO3)C[C@H]2C(=O)NCC(N)=O)cc1 (some centres not stated),12%,-26,-1,24%[57.1 µM],-0.8,-3,-28%,-5%[57.1 µM],0.4
CN(C)c1nc2ncn(Cc3ccccc3)c2c(=O)[nH]1,4%,-1,3,19%,0.7,-2,-22%,1%,0.2
CCOc1ccc(S(=O)(=O)N(CCO)CCO)cc1-c1nc2c(C(C)(C)C)nn(C)c2c(=O)[nH]1,7%,8,-20,4%,-0.1,4,-17%,-5%,0.1
CCOC(=O)N1CCN(C(=O)COC(=O)c2ccc(N(C)C)cc2)CC1,7%,/,3,2%,/,/,3%,-3%,/
COc1ccc(-c2nnc(SCc3cccc(C#N)c3)o2)cc1,6%,6,-1,28%,0.3,6,-7%,12%,0.1
O=C(COC(=O)/C=C/c1ccc(S(=O)(=O)N2CCOCC2)cc1)NCc1ccc(Cl)cc1,-13%,47*,2,13%,0.5,21,-26%,-1%,0.3
COCCCNC(=S)NC1CC2CCC(C1)N2Cc1ccccc1 (configuration not stated),4%,28,-4,25%[57.1 µM],-0.2,1,-19%,10%,0.7
Cc1ccc(C)c(NC(=O)CN(C)C(=O)c2cccc(S(=O)(=O)N3CCCC3)c2)c1,2%,-3,-3,10%,0.6,1,-7%,4%,0.2
Cc1ccc(CNC(=O)C2CCN(S(=O)(=O)c3cccnc3)CC2)cc1,3%,2,-8,5%,-0.4,1,-21%,-1%,-0.5
NC1=NC2(CCN(Cc3ccccc3)CC2)n2c(nc3ccccc32)N1,0%,43*,2,15%,-0.5,3,-6%,5%,0.6
O=C(CSc1ccc(Br)cc1)NCC(c1ccco1)N1CCCCC1 (configuration not stated),1%,39*,4,-7%,0.3,-8,-4%,-9%,-0.3
CCOc1ccc(CC(=O)Nc2nccs2)cc1,-5%,8,5,14%[57.1 µM],1.4,-2,-2%,7%,-0.3
O=C(Cn1cc(SCc2ccccc2F)c2ccccc21)N1CCCCC1,-6%,/,2,12%,0.2,17,-21%,0%,0.0
COC(=O)c1sccc1-n1cccc1C(=O)C(=O)N1CCCCC1,7%,15,-6,10%,0.7,7,-12%,7%,-0.4
CC(C)(C)SCCNC(=O)/C=C/c1ccc(F)cc1,5%,-4,3,-4%,0.0,8,-21%,-6%,0.2
O=C(Cn1c(=O)[nH]n(-c2ccccc2)c1=O)N1CCCc2ccccc21,2%,-8,1,13%[57.1 µM],2.5,3,-20%,10%[57.1 µM],0.2
COc1ccccc1NS(=O)(=O)c1ccc(/C=C/C(=O)O)cc1,-1%,-1,-1,16%,2.1,-3,-18%,3%,0.0
CCc1ccc(C(C(=O)NCc2ccc(OC)cc2)N(CCOC)C(=O)Cc2cccs2)cc1 (configuration not stated),3%,0,1,20%,1.4,6,-4%,3%,1.2
COc1ccc(CCn2c(O)cc3nn(-c4nc5ccccc5s4)c(=O)c-3c2C)cc1,19%,-5,-26,-10%[57.1 µM],0.0,6,?,-5%[57.1 µM],0.1
CN(CC1CCCO1)S(=O)(=O)c1ccc(C(=O)Nc2nc(-c3ccccn3)cs2)cc1 (configuration not stated),-9%,-2,-6,3%[57.1 µM],1.9,5,-12%,-6%[57.1 µM],0.8
O=C(NCC1CCCO1)c1cc2ccccc2cc1O (configuration not stated),16%,/,7,18%,/,0,-17%,3%,-0.2
COC(=O)C1=C(C)N(Cc2ccc3c(c2)OCO3)C(=O)C1,0%,2,0,13%[57.1 µM],-1.2,-11,-8%,-8%[57.1 µM],-0.1
CC(O)c1cc2c(cc1NC(=O)c1cnn3c1NC(c1ccco1)CC3C(F)(F)F)OCO2 (configuration not stated),2%,-4,-10,16%[57.1 µM],0.7,3,-25%,9%[57.1 µM],0.2
CC1CN(C(=O)c2cccc(COc3ccc(Br)cc3)c2)CC(C)O1 (configuration not stated),2%,16,-8,2%[0.0914 µM],0.1,0,-22%,-6%,-0.5
Cc1ccc(NC(=O)c2nc[nH]c2C(=O)N[C@H](C)c2ccccc2)cc1,-5%,3,1,6%,0.5,0,?,-6%,0.5
COc1cc(OC)c(C(=O)OCC(=O)NC2CCCC2)cc1OC,-5%,-6,1,24%,-0.4,1,-20%,0%,0.9
CCOc1ccc(OCC)c(NS(=O)(=O)c2cc(-c3cc(C)no3)ccc2C)c1,7%,/,-3,4%[57.1 µM],-0.3,3,-10%,-2%[57.1 µM],0.2
Cc1nc(NC(=O)c2ccccc2)sc1-c1csc(Nc2cccc(F)c2)n1,/,-10,/,/,-0.6,-2,/,/,0.1
CC1(C)CC(=O)C=C(c2ccc(F)nc2)C1,6%,3,-2,22%,-0.1,5,8%,1%,0.6
COc1ccc(C(=O)COC(=O)c2n[nH]c3ccccc23)c(OC)c1,5%,10,-8,4%,0.1,-1,-18%,1%,0.3
CC(=O)Nc1ccc(S(=O)(=O)N2CCN(C(C)CCc3ccccc3)CC2)cc1 (configuration not stated),1%,-13,-5,21%[57.1 µM],4.9,1,-2%,6%[57.1 µM],-0.5
Cc1ccc(-n2c(SCc3ccccc3)nc3c([nH]c4ccccc43)c2=O)cc1,-5%,/,4,19%[57.1 µM],0.9,0,-6%,3%[57.1 µM],0.4
CCOC(=O)CSc1nc2ccc(NC(=O)c3cccc(F)c3)cc2s1,22%,/,-2,2%,/,0,0%,-10%,1.9

# Three structures already listed, sorted by heavy-atom count, rising:
structure,mIDH1 inhibitor,D2 antag,PI4K2A block,TrxR1 inh,D2 ag,TRHR PAM,USP1 inh,TrxR1 substrate,TRHR agonist
COc1ccc(C(=O)COC(=O)c2n[nH]c3ccccc23)c(OC)c1,5%,10,-8,4%,0.1,-1,-18%,1%,0.3
O=C(Cn1c(=O)[nH]n(-c2ccccc2)c1=O)N1CCCc2ccccc21,2%,-8,1,13%[57.1 µM],2.5,3,-20%,10%[57.1 µM],0.2
COc1ccc(CCn2c(O)cc3nn(-c4nc5ccccc5s4)c(=O)c-3c2C)cc1,19%,-5,-26,-10%[57.1 µM],0.0,6,?,-5%[57.1 µM],0.1

# Structures listed above marked active in D2 antag.
mol | mIDH1 inhibitor | D2 antag | PI4K2A block | TrxR1 inh | TRHR PAM | USP1 inh | TrxR1 substrate | TRHR agonist
O=C(COC(=O)/C=C/c1ccc(S(=O)(=O)N2CCOCC2)cc1)NCc1ccc(Cl)cc1 | -13% | 47* | 2 | 13% | 21 | -26% | -1% | 0.3
NC1=NC2(CCN(Cc3ccccc3)CC2)n2c(nc3ccccc32)N1 | 0% | 43* | 2 | 15% | 3 | -6% | 5% | 0.6
O=C(CSc1ccc(Br)cc1)NCC(c1ccco1)N1CCCCC1 (configuration not stated) | 1% | 39* | 4 | -7% | -8 | -4% | -9% | -0.3

# This is a random part of the collection; overall some 3.9% were active at least once.
